# High-throughput results deposited in PubChem by National Center for Advancing Translational Sciences (NCATS).
# Lamin A splicing – changes lamin A minigene splicing in HeLa cells; HeLa LMNA splicing GFP/RFP minigene ratio, 48 h; Potency, µM (series often up to 46.1 µM), inactives show top-dose ratio change, negative = inhibition, actives largely listed as inhibitors; actives 0.01% (n = 200,000); AID 1487; active = well fitted inhibition curve with a large enough effect in the signal ratio, with a control signal flat, not every such curve was filed as active; inconclusive = small, poorly fitted or top-dose-only effect, or effect the other way, or a change in a side signal; the % refers to the signal ratio; also: % is scaled to controls: 0 for no effect and ±100 for the full control effect
#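 Read-out is the ratio of GFP to DsRed2 object intensity, acquired by 488 nm laser-scanning cytometry on HeLa lamin A-EGFP minigene reporter cells. Compound incubation 48 hrs at 37 °C in Opti-MEM with 2% FBS; DMSO 0.5% final.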
# SMN2 splice enh – increases expression of the SMN2 splice variant. HEK293 SMN2-luciferase splicing reporter, luminescence, 30-36 h. Potency, µM (doses to about 46.1 µM), without a hit: at the top dose activity change, positive = activation, usual class: activators. actives 2.8% (n = 210,000); also: % of control where 0% means no effect; nearly all actives have a fitted effect of over 55% in size
#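 qHTS luciferase splicing reporter: luminescence rises when SMN2 exon 7 is included in transfected HEK293 cells. Compound exposure lasted 30-36 h at 37C, with 4.5 mM final sodium butyrate as control, followed by a ONE-Glo read.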
# TR SRC2 fluor cs – counter-screen for TRb-SRC2 inhibitors: fluorescence interference; actives 0.29% (n = 280,000); AID 1479; Potency, µM (series often up to 106 µM), for inactives: at the highest dose fluorescence change, negative = quenching; TRb/SRC2 Texas Red total fluorescence interference; active = well fitted curve in either direction with a large enough effect; inconclusive = small, poorly fitted or top-dose-only effect; also: % is scaled to controls: 0 for no effect and ±100 for the full control effect
#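 Human TRβ ligand-binding domain (0.6 uM) and Texas Red SRC2 peptide (20 nM) in Tris buffer with 1 uM T3 and 5% DMSO were incubated with pinned compound for 5 hr at ambient temperature. Total fluorescence was computed as S + 2P (555/632 nm).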
# RGS12 GoLoco inh – RGS12 GoLoco-Gai1 interaction inhibition. P63096. Gai1:RGS12 GoLoco peptide FP, rhodamine, 10 min. Potency, µM (series often up to 61.6 µM), inactives show top-dose activity, negative = inhibition, actives largely listed as inhibitors. actives 0.44% (n = 230,000); active = well fitted inhibition curve with a large enough effect, not every such curve was filed as active; inactive = no such curve, though single readings can be large or run the other way; also: % is scaled to controls: 0 for no effect and ±100 for the full control effect; nearly all actives have a fitted effect of over 30% in size; many of its hits are not listed in these tables
# ALDH1A1 inh – ALDH1A1 (human) enzyme inhibition | P00352 | Purified ALDH1A1, NADH fluorescence, propionaldehyde substrate | Potency, µM (top dose mostly 75.3 µM), without a hit: at the top dose activity, negative = inhibition, actives largely listed as inhibitors | actives 7.3% (n = 220,000) | AID 1030; active = well fitted inhibition curve with a large enough effect, not every such curve was filed as active; inconclusive = small, poorly fitted or top-dose-only effect, or another doubt; inactive = no such curve, though single readings can be large or run the other way;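 also: plate controls were no enzyme wells and a reference inhibitor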
# TRb-SRC2 inh – TRbeta-SRC2 interaction inhibition. actives 0.065% (n = 280,000). TRbeta-SRC2 peptide binding, fluorescence polarization; receptor liganded with 1 µM T3. Potency, µM (highest dose often 106 µM), inactives show at the top dose activity change, negative = inhibition, actives largely listed as inhibitors. P10828;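 also: plate controls were bound peptide for no effect and peptide without receptor for full effect; nearly all actives have a fitted effect of over 50% in size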
#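 Decrease in fluorescence polarization of 20 nM Texas Red SRC2 coactivator peptide flagged inhibition of its binding to 0.6 uM TRb LBD; 1 uM T3 included, incubation 5 hr, ex 555/em 632 nm.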
# JMJD2E inh – JMJD2E (human) inhibition | JMJD2E catalytic domain, FDH-coupled NADH fluorescence (FDH is formaldehyde dehydrogenase) | Potency, µM (series often up to 57.1 µM), inactives show top-dose activity change, negative = inhibition, actives largely listed as inhibitors | actives 1.6% (n = 230,000) | AID 2147; active = well fitted inhibition curve with a large enough effect, not every such curve was filed as active; inconclusive = small, poorly fitted or top-dose-only effect, or another doubt; inactive = no such curve, though single readings can be large or run the other way;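 also: 0% = wells with enzyme and -100% = buffer wells without enzyme; nearly all actives have a fitted effect of over 50% in size; many of its hits are not listed in these tables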
# Target sequence (B2RXH2 1-337 limits assumed): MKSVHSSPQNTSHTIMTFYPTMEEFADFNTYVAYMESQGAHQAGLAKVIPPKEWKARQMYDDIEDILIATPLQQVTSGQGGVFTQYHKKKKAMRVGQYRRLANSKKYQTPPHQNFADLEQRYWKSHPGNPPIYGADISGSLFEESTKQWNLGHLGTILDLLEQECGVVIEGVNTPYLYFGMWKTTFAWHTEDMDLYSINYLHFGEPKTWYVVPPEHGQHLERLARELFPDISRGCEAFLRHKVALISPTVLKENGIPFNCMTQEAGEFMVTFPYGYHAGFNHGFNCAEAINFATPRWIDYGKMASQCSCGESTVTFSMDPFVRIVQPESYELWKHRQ
# RECQ1 inh – inhibitors of human RECQ1 DNA helicase. RECQ1 DNA unwinding, red fluorescence kinetic read. actives 0.54% (n = 240,000). Potency, µM (doses to about 57.3 µM), for inactives: at the highest dose activity, negative = inhibition, most hits filed as inhibitors. AID 2549;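 also: plate controls were vehicle for no effect and no enzyme for full effect; nearly all actives have a fitted effect of over 30% in size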
# Target sequence (P46063 whole entry, looked up): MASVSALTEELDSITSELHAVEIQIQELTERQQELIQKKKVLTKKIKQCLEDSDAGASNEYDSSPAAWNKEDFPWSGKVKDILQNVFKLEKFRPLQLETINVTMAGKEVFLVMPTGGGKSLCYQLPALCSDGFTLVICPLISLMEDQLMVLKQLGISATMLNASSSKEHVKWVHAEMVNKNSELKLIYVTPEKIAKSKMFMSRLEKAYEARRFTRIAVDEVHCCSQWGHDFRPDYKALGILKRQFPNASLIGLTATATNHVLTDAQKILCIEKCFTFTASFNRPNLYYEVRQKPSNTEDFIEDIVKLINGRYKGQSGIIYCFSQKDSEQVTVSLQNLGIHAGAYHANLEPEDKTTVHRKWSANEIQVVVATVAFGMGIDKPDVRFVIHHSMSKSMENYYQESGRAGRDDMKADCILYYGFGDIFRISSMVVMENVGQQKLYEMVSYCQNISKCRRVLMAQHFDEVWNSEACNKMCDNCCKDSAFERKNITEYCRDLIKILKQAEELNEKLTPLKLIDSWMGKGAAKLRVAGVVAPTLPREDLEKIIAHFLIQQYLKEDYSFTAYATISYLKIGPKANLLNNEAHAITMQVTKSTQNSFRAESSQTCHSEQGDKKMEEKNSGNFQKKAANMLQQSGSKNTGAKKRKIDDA
#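 RECQ1T1 50 nM; forked duplex (20 bp + 30-nt ss tails) 200 nM, ATP 2 mM final; pH 8.0, 2 mM MgCl2, 2.5 ug/ml poly(dI-dC); 15 min compound preincubation; discontinuous kinetic read over 2 h at RT.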
# Numbers without * were called inactive; i = inactive; ? = inconclusive; · = not tested or not shown; & = joins results of further samples; [ ] = another dose, or the depositor's remark. Unless noted, calls follow the shape of the dose curve; as a rule, active = well fitted curve in the direction sought with a large enough effect; inconclusive = small, poorly fitted or top-dose-only effect, or another doubt; inactive = no such curve, though single readings can be large; an effect the other way counts as inactive or inconclusive. Potency is read from the fitted curve at half-maximal effect.
# Values run as follows: Lamin A splicing, SMN2 splice enh, TR SRC2 fluor cs, RGS12 GoLoco inh, ALDH1A1 inh, TRb-SRC2 inh, JMJD2E inh, RECQ1 inh
COc1cc(-c2nnc(SCC(=O)NC3CCS(=O)(=O)C3)o2)cc(OC)c1OC (stereo not given)
  -16.8%[46 µM], 12.8%, -1.1%, -1.8%, -3.9%, 2.0%, -8.1%, -10.1%
O=Cc1ccccc1OCCOc1ccc([N+](=O)[O-])cc1
  ·, -16.8%, -1.0%, 3.0%, ?, -7.6%, 0.8%, i
COC(=O)c1c(O)cc(C(C)(C)C)n(-c2ccc(F)cc2)c1=O
  -0.1%, 4.5%, 1.9%, -6.8%, 7.4%, 2.1%, 4.4%, -5.9%
O=C(c1ccccc1)c1sc(N2CCOCC2)nc1-c1ccccc1
  -22.4%[46 µM], 1.6%, -1.8%, 0.0%, ?, 11.1%, 5.8%, i
Cc1cc(C(=O)OCC(=O)N2c3ccccc3NC(=O)C2(C)C)c(C)n1-c1ccccc1
  ?, -20.1%, 10.8%, 7.4%, ?, 4.7%, 1.4%, -10.2%
Cc1cc(C)nc(SCc2nnc(SCc3ccccc3Cl)o2)n1
  -17.2%, -3.2%, -1.4%, 6.0%, -4.0%, -13.9%, -5.1%, -1.7%
CCCCOP(=O)(c1ccc(N(C)C)cc1)C(O)c1ccccc1F (stereo not given)
  ?, -13.6%, 1.1%, -4.3%, ?, -18.2%, -6.7%, -2.5%
COc1ccccc1N1CCN(C(=O)c2ccc(NS(=O)(=O)c3ccc(C)cc3)cc2)CC1
  18.3%[46 µM], -11.9%, -4.5%, 0.9%, ?, 5.5%, -11.8%, 18.9%
O=C(CSc1nc2ccccc2[nH]1)Nc1cc(C(F)(F)F)ccc1N1CCOCC1
  ?, -20.5%, -1.9%, 5.6%, 5.6%, 7.1%, -1.8%, i
CN(C)CCNCc1ccc(OC2CCCC2)cc1
  15.1%, -14.4%, 0.8%, -11.5%, 2.7%, 8.0%, -2.0%, -0.4%
COc1ccc(-c2nc3ccccc3s2)cc1O
  -17.1%, -46.2%[inhibitor], -5.6%, 11.1%, ?, -2.1%, ?, -2.6%
C[C@H](NC[C@H](O)CP(=O)(O)CC1CCCCC1)c1ccc(Cl)c(Cl)c1
  ·, -6.0%, -1.7%&-0.9%, 4.1%&-1.0%, 1.1%&-2.0%, -1.3%&5.0%, 2.2%, 8.2%
CCC(=O)Nc1ccc(-c2nnc(SCc3ccc(C(=O)Nc4nccs4)cc3)n2CC)cc1
  -13.8%, -6.6%, -2.9%, 14.6%, ?, 8.1%, 5.3%, -0.5%
O=C(Nc1ccc(-c2nc3ccccc3o2)cc1)c1ccc2c(c1)OCO2
  15.4%, -3.6%, -1.2%, -3.5%, 6.7%, -20.3%, ?, -7.1%
O=CN1CC(=O)N(c2ccccc2)c2c([nH]c3ccccc23)C1
  9.7%[0.0737 µM], -5.8%, -1.4%, 12.7%, ?, -7.9%, -4.0%, -3.2%
CCOc1ccc(-c2noc(CCC(=O)NC)n2)cc1OCC
  -1.1%, ·, -2.7%, ·, 5.0%, -10.8%, 11.8%, -1.0%
O=C1OCCC/C1=C\c1ccc2c(c1)OCO2
  ·, ·, 1.4%, 12.5%, ·, -1.0%, 18.8%, i
COc1ccc(CC(=O)NCc2ccc3c(c2)cc(C)n3C)cc1
  ·, 0.6%, -1.3%, 2.5%, ?, 2.9%, -6.5%, 12.6%
CC(=O)C1=C(O)C(=O)OC1c1ccc(C)cc1 (stereo not given)
  ?, 4.9%, 0.8%, 7.4%, ?, -3.7%, -9.9%, -13.2%
COC(=O)c1sccc1NC(=O)COc1ccc(C)cc1
  -11.9%[46 µM], 20.4%, -3.2%, 3.5%, ?, 0.3%, -6.8%, i
CCOC(=O)C1=C(C)N(C2CCCCC2)C(=O)C1
  -0.6%, -5.7%, -0.9%, 5.8%, ?, -1.4%, -2.3%, -13.7%
Cc1ccc(C(=O)N2CC(C(=O)O)C2)cc1
  ·, -12.8%, -5.0%, -0.5%, -1.5%, -3.6%, 8.5%, i
CS(=O)(=O)c1ncc(Cl)c(C(=O)Nc2ccc3ccccc3c2)n1
  ?, -76.4%[inhibitor], -1.3%, -3.1%, ?, -4.0%, -2.3%, i
Cc1nc(NC(=O)c2ccccc2)sc1-c1csc(Nc2cccc(Cl)c2)n1
  22.7%, -33.3%[inhibitor], -3.9%, 15.1%, ?, -12.4%, ?, -5.7%
CCOc1cc(C)nc(Oc2ccc(=O)[nH]n2)n1
  ?, 6.5%, 2.4%, 0.7%, 4.1%, -14.8%, -7.0%, -3.3%
CCOC(=O)c1sc(NC(=O)CSc2nnc(-c3ccco3)n2CC)c(C(=O)OCC)c1C
  7.1%, -15.4%, 4.2%, 3.7%, ?, -0.3%, -1.3%, -1.3%
CCn1c(Cc2ccccc2)nnc1SCC(=O)Nc1nc(C)cs1
  -2.4%, -17.8%, -0.4%, 4.9%, -6.6%, -23.7%, -0.8%, -15.1%
O=C(c1ccc2c(c1)OCCO2)N(c1ccccn1)C1CCCCC1
  -5.1%, -12.7%, -2.7%, 5.7%, 14.6%, 1.5%, 0.4%, -11.2%
CCOc1ncccc1C(=O)OCC(=O)Nc1ccc2c(c1)OCO2
  -17.6%[46 µM], 4.0%, -1.1%, 23.0%, -7.8%, 4.3%, -1.8%, i
Cc1cc(C)nc(SCc2nnc(SCC(=O)Nc3nc(-c4ccccc4)cs3)n2C)n1
  -4.3%, -14.6%, 1.5%, -1.0%, -9.9%, -16.0%, -0.5%, -4.0%
O=C(CN1N=C(c2ccccc2)CCC1=O)NCc1cccs1
  ·, 23.2%, -1.3%, 1.3%, ?, 2.1%, -8.2%, 19.1%
CCCCC(=O)NC(=S)Nc1cc(C(=O)O)ccc1Cl
  -12.5%, 7.2%, -1.0%, -15.3%, -1.8%, 13.0%, 6.7%, -2.3%
Cc1ccc(CC(=O)N(Cc2ccccc2)c2ccccn2)cc1
  ·, 11.6%, -5.3%, 6.2%, -0.3%, -4.9%, 8.2%, i
CCOC(=O)c1ccc(NC(=O)c2cc3ccccc3o2)cc1
  -5.3%, -15.0%, -1.8%, -0.8%, -7.7%, -5.2%, -9.2%, 0.6%
Nc1cc(S(=O)(=O)O)ccc1O
  ·, 0.2%, -3.8%, 2.8%, ?, 6.7%, ·, -0.2%
CCN1CCN(CCCNC(=O)c2ccc(/C=C3/Sc4ccccc4N(Cc4ccccc4F)C3=O)cc2)CC1
  ?, -28.8%, 0.6%, 8.4%, ?, 9.3%, ?, -2.1%
O=c1cnc2cnc(Nc3ccccc3)nc2n1C[C@H]1CCCO1
  ·, 9.1%, ·, 18.2%, -2.0%, ·, ·, -19.3%
Cc1ccc2c(c1)c(=O)c1c3n2CCN(C(=O)CCl)C3CC1 (stereo not given)
  13.2%, -14.3%, -2.9%, 3.4%, ?, -4.9%, ?, ?
COc1ccc(-c2noc(C3CCCN(S(=O)(=O)c4cccc(Cl)c4C)C3)n2)cc1OC (stereo not given)
  ?, -1.4%, 1.7%, -7.1%, ?, -15.9%, -8.2%, -6.4%
CC(=O)NC1CCCN(O)C(=O)/C=C(\C)CCOC(=O)C(NC(C)=O)CCCN(O)C(=O)/C=C(\C)CCOC(=O)C(NC(C)=O)CCCN(O)C(=O)/C=C(\C)CCOC1=O (stereo not given)
  ·, ·, 0.3%, -6.3%, -5.8%, -4.3%, 7.94µM*, -6.0%
O=C(NC1CCCCC1)C(c1ccc(F)cc1)N(CCN1CCOCC1)C(=O)c1ccc(-c2ccccc2)[nH]1 (stereo not given)
  -2.8%[46 µM], ·, 2.7%, 1.9%, 4.5%, -0.3%, 18.2%, -10.7%
N#C/C(=N\Nc1ccccc1)C(=N)N1CCCCC1
  7.9%, 11.2µM*, 0.7%, 9.2%, -3.3%, 7.1%, 5.1%, i
CCN(C(=O)Cn1c(=O)n(Cc2ccccc2)c(=O)c2ccccc21)c1cccc(C)c1
  -6.8%, -15.4%, 1.7%, -12.0%, ?, -6.4%, 2.6%, i
CC(C)CNC(=O)C1CCN(c2ccc(S(=O)(=O)N3CCOCC3)cc2)CC1
  -6.6%, -13.9%, -1.5%, 8.1%, -5.3%, -13.2%, 1.3%, i
COc1cc2c(cc1OC)C(COc1ccccc1OC)N(C(=O)C(C)C)CC2 (stereo not given)
  ·, -8.3%, -0.9%, 4.2%, 10.7%, 3.6%, 7.0%, -18.2%

# Two entries picked at random from those above, as already listed:
# Values run as follows: Lamin A splicing, SMN2 splice enh, TR SRC2 fluor cs, RGS12 GoLoco inh, ALDH1A1 inh, TRb-SRC2 inh, JMJD2E inh, RECQ1 inh
CCC(=O)Nc1ccc(-c2nnc(SCc3ccc(C(=O)Nc4nccs4)cc3)n2CC)cc1
  -13.8%, -6.6%, -2.9%, 14.6%, ?, 8.1%, 5.3%, -0.5%
Cc1cc(C)nc(SCc2nnc(SCc3ccccc3Cl)o2)n1
  -17.2%, -3.2%, -1.4%, 6.0%, -4.0%, -13.9%, -5.1%, -1.7%

# Next structures.
# Values run as follows: Lamin A splicing, SMN2 splice enh, TR SRC2 fluor cs, RGS12 GoLoco inh, ALDH1A1 inh, TRb-SRC2 inh, JMJD2E inh, RECQ1 inh
COc1ccc(-c2nnc(SCC(=O)Nc3ccccc3OC)o2)cc1
  -4.4%, 11.2µM*, -1.3%, -3.0%, -4.7%, -8.7%, -6.0%, -3.9%
Cn1cc(S(=O)(=O)c2ccccc2)n(C)c1=O
  0.1%[46 µM], -1.0%, -2.0%, -1.2%, 6.6%, 0.4%, 37.5%[activator], i
CC1=C(C(N)=O)C(c2sccc2C)n2nnnc2N1 (stereo not given)
  18.6%, 2.1%, -1.3%, 2.9%, 20µM*, -5.7%, 8.8%, -2.9%
CC1(C)CCCN(C(=O)N2c3ccccc3Sc3ccccc32)C1
  10.6%, -35.2%[inhibitor], -1.4%, -4.5%, 18.2%, 4.0%, -3.6%, -14.2%

# The list is partial (hit frequency here may not be typical).
